# Source: PubChem BioAssay
# ASM inhibitor = inhibitors of human secretory acid sphingomyelinase; placental ASM, HMU-PC fluorogenic substrate, 60 min; Potency, µM (highest dose often 57.5 µM), inactives show at the highest dose activity change, negative = inhibition, hits mostly inhibitors; 340,000 compounds, 0.006% hits; AID 504937; further: potency means the concentration at half of the fitted maximal effect
# Target sequence (P17405 47-631 limits assumed): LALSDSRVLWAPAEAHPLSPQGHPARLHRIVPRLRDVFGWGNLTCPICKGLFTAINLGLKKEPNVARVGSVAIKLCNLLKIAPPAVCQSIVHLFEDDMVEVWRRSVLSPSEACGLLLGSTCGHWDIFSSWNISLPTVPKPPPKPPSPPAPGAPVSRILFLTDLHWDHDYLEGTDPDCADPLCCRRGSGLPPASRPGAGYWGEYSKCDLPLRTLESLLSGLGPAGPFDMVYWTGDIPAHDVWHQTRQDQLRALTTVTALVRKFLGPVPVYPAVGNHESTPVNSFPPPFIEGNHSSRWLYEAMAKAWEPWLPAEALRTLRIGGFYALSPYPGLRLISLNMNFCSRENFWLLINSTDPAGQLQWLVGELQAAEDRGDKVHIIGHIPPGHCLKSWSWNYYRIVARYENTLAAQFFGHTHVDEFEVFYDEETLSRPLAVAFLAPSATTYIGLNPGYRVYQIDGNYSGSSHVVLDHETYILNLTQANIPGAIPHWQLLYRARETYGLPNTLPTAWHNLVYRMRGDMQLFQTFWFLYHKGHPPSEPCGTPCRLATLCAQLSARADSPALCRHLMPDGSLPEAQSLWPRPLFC
#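 qHTS format. ASM enzyme prepared from human placenta hydrolyses the fluorogenic substrate HMU-PC0 (9 uM final) over 60 min at 37 °C after a 10 min compound preincubation.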
# TCR activator = activates T cell receptor signaling; primary human leukocytes, anti-CD3, IL-2 HTRF, 48 h; 330,000 tested, under 10 active; Potency, µM (titrated, usually from 9.22 µM), inactives show top-dose activation of IL-2 secretion, usual class: activators; further: % of control where 0% means no effect
#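 Activity was scored as IL-2 release from primary human leukocytes given only a TCR signal (a-CD3 beads) plus compound for 48 hr. Detection used a two-antibody HTRF format read at 665nm.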
# MBNL1 CUG block = MBNL1-poly(CUG) RNA binding inhibition; AID 2675; TR-FRET MBNL1-His/biotin-(CUG)12 binding, 665/545 ratio; 280,000 compounds, 0.036% hits; Q9NR56; Potency, µM (top dose mostly 57.5 µM), for inactives: at the highest dose activity change, negative = inhibition, usual class: inhibitors; active means well fitted inhibition curve with a large enough effect in the signal ratio, with a control signal flat, not every such curve was filed as active; inconclusive means small, poorly fitted or top-dose-only effect, or effect the other way, or a change in a side signal; inactive means no such curve, though single readings can be large or run the other way; the % refers to the signal ratio; further: potency means the concentration at half of the fitted maximal effect; on the % scale 0 is the no-effect control and ±100 the full control effect
# Target sequence (Q9NR56 whole entry, looked up): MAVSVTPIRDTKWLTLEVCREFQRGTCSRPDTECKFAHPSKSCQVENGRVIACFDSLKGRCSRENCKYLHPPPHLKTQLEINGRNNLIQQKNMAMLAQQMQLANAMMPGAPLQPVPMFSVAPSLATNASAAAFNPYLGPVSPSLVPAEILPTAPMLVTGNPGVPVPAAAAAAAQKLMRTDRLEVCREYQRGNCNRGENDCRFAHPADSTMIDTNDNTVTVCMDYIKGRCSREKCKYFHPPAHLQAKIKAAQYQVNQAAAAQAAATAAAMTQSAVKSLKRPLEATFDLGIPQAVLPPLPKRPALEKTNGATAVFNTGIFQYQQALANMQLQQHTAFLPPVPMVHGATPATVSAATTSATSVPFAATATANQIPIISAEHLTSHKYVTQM
#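 TR-FRET readout: Ex 340 nm, 665/545 nm emission ratio, normalized to buffer-only (basal) and MBNL1-(CUG)12 controls. Complex of MBNL1-His with Biotin-(CUG)12, compounds 92 nM–58 uM, incubated 60 min at room temperature.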
# TSHR antagonist = blocks TSH signaling through the human TSH receptor | P16473 | TSHR-expressing cells, TSH-stimulated cAMP HTRF, 2 h; hits give low values | activity change, negative = inhibition, % at 11.5 µM | 330,000 compounds, 0.2% hits | AID 504810;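 active means activity change below a set negative limit, meaning inhibition stronger than a set level, cut at about -70% in these data; inconclusive means activity change between two set negative limits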; further: on the % scale 0 is the no-effect control and ±100 the full control effect
#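 Antagonism was scored as loss of TSH-driven cAMP in TSHR cells, stimulated with 4nM TSH (EC80) for 2 hours at 37 deg C and detected by homogeneous HTRF competition immunoassay.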
# TSG101-PTAP inh = blocks PTAP/TSG101 interaction to inhibit HIV-1 budding. Potency, µM (highest dose often 115 µM), without a hit: at the highest dose activity change, negative = inhibition, most hits filed as inhibitors. Fluorescence polarization, FITC-PTAP peptide / Tsg101 binding. 340,000 tested, under 10 active; active means well fitted inhibition curve with a large enough effect in the main read-out, with a control signal flat, not every such curve was filed as active; inconclusive means small, poorly fitted or top-dose-only effect, or effect the other way, or a change in a side signal; inactive means no such curve, though single readings can be large or run the other way; further: potency means the concentration at half of the fitted maximal effect; % of control where 0% means no effect
#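 FP read-out: FITC-PTAP peptide, 50 nM final, binding Tsg101 binding domain, 10 uM final; 20 min, r.t.; 10 mM HEPES pH 7.5, 0.15 M NaCl, 0.01% Tween 20, 3 mM EDTA, 0.1 mM TCEP.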
# a7 integrin act = activators of alpha7 integrin expression for muscular dystrophy; alpha7betagal myoblasts, beta-gal FDG fluorescence, 48 h; Potency, µM (doses to about 38.3 µM), inactives show at the highest dose activation, usual class: activators; 350,000 compounds, 0.064% hits; AID 624291;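 further: potency means the concentration at half of the fitted maximal effect; 100% = response of the positive control SU9516; nearly all actives have a fitted effect of over 60% in size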
#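 alpha7betagal+/- myoblasts (passage 13, 250/well) treated 48 h at 37C with compounds at 1:260 dilution of DMSO stock. Lysed, then beta-galactosidase activity read as FDG fluorescence (ex 480/em 540) after 30 min, with pre-read for autofluorescence.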
# Menin MLL FP TR = displaces Texas Red mutant MLL peptide from human menin; O00255; Menin + Texas Red MLL mutant peptide, fluorescence polarization; Potency, µM (top dose mostly 61.6 µM), for inactives: top-dose FP activity change, negative = inhibition, actives largely listed as inhibitors; 270,000 compounds, 0.23% hits; active means well fitted inhibition curve with a large enough effect in the polarisation, with a control signal flat, not every such curve was filed as active; inconclusive means small, poorly fitted or top-dose-only effect, or effect the other way, or a change in a side signal; inactive means no such curve, though single readings can be large or run the other way; the % refers to the polarisation; further: potency means the concentration at half of the fitted maximal effect; % of control where 0% means no effect; many of its hits are not listed in these tables
# Mito fusion act = mitochondrial division inhibition or fusion activation. Potency, µM (series often up to 46.1 µM), for the others: at the highest dose growth rescue (activation), hits mostly activators. S. cerevisiae fusion-defective mutant growth rescue, CellTiterGlo 48 h. AID 485298. 320,000 compounds, 0.23% hits;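 further: potency means the concentration at half of the fitted maximal effect; % of control where 0% means no effect; nearly all actives have a fitted effect of over 45% in size; temperature-sensitive fusion mutants such as fzo1-1 at 37 °C on non-fermentable ethanol glycerol medium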
#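 Yeast fusion mutant, YPEG (non-fermentable carbon), compound, 48 h at 37C non-permissive; CellTiterGlo added, 10 min RT, luminescence read. Rescued growth = division inhibition.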
# MLL CXXC-DNA inh = MLL CXXC-DNA interaction inhibition; Q03164; MLL-CXXC / FITC-HOXA9 DNA fluorescence polarization; Potency, µM (top dose mostly 115 µM), without a hit: at the highest dose activity change, negative = inhibition, hits mostly inhibitors; 290,000 compounds, 0.037% hits; active means well fitted inhibition curve with a large enough effect in the polarisation, with a control signal flat, not every such curve was filed as active; inconclusive means small, poorly fitted or top-dose-only effect, or effect the other way, or a change in a side signal; inactive means no such curve, though single readings can be large or run the other way; the % refers to the polarisation; further: potency means the concentration at half of the fitted maximal effect
#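 Steps: dispense CXXC domain solution (7 uM) → pin compounds or unlabeled HOX-A9 DNA control → 5 min ambient → add FLSN-HOX-A9 solution (50 nM) → spin → 30 min ambient → fluorescence polarization. Tris pH 7.5/NaCl/DTT/BSA buffer.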
# AT treatment = candidate therapy for ataxia-telangiectasia; Potency, µM (highest dose often 57.5 µM), inactives show at the highest dose activation, most hits filed as activators; 320,000 compounds, 0.19% hits; […] A-T fibroblasts, KAP-1 phosphorylation AlphaLISA; neocarzinostatin DNA damage 30 min before lysis; AID 485349; further: potency means the concentration at half of the fitted maximal effect; % of control where 0% means no effect; nearly all actives have a fitted effect of over 45% in size
#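 ATM-like activity read as KAP-1 phosphorylation via AlphaLISA donor/acceptor antibody pairs after lysis and 6 hr at 25C. Cells were ATM-null patient fibroblasts ([…], hTERT), dosed 60 min, then exposed to the DSB inducer NCS for 30 min.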
# * marks the source's active call; other numbers are inactive results; ? = inconclusive; · = not tested or not shown; [ ] = dose if it differs, or a comment. Unless noted, the call rests on the fitted dose curve; in most records, active means well fitted curve in the direction sought with a large enough effect; inconclusive means small, poorly fitted or top-dose-only effect, or another doubt; inactive means no such curve, though single readings can be large; an effect the other way counts as inactive or inconclusive. Not all compounds are listed; the hit share may differ from the screen's.
SMILES,ASM inhibitor,TCR activator,MBNL1 CUG block,TSHR antagonist,TSG101-PTAP inh,a7 integrin act,Menin MLL FP TR,Mito fusion act,MLL CXXC-DNA inh,AT treatment
CCCCCCn1c(CN2CCN(C)CC2)nc2c1c(=O)n(C)c(=O)n2C,1%,6%[46.1 µM],-28%,8,0%,-11%,-1%,5%,2%,5%
CCCc1[nH]nc2c1C(c1ccc(OC(=O)c3ccco3)cc1)C(C#N)=C(N)O2 (stereo not drawn),-1%,1%,4%,-9,-1%,-12%,11%,-1%,68%[activator],-2%
COc1ccc(Cl)cc1N1CCN(CCNC(=O)Nc2ccccc2C)CC1,-13%,8%,4%,4,-5%,-42%,-17%,-7%,10%,-1%
Cc1ccc(C)c(N2CCN(C(=O)C3CCCN(S(=O)(=O)c4c(C)[nH]c(=O)[nH]c4=O)C3)CC2)c1 (stereo not drawn),-2%,0%,-4%,-2,-2%,5%,6%,0%,-16%,1%
S=c1[nH]nc(C2CC2)n1Cc1ccccc1,0%,·,-4%,3,0%,23%,2%,-8%,1%,6%
COc1ccc(CN2Cc3cccc4c3[C@@H](CC2=O)[C@H](O)[C@H](O)C4)cc1,5%,-8%,·,-3,0%,-18%,·,-7%,·,7%
CCOC(=O)c1[nH]ncc1CN1CCCC(C(=O)c2ccc(SC)cc2)C1 (stereo not drawn),2%,-7%,11%,3,-10%,29%,?,3%,17%,14%
S=c1[nH]nc(Cc2cccc3ccccc23)o1,7%,3%[46.1 µM],-16%,7,1%,7%,6%,8%,-1%,-3%
Cc1cc(N=Cc2cc(Br)ccc2O)no1,8%,-1%,1%,10,-13%,-31%,-11%,7%,8%,-3%
O=C1N=C(N2CCOCC2)S/C1=C1\C(=O)N(Cc2ccccc2)c2ccc(Br)cc21,·,·,-5%,-1,·,·,-3%,-1%,-2%,10%
N#Cc1cc2cc3c(cc2nc1SCC(=O)N1CCCC1)OCCO3,30%,-5%,?,1,-8%,-6%,0%,-2%,6%,-1%
COC(=O)c1ccc(COC(=O)c2ccc(SC)cc2OC)cc1,-6%,-2%[46.1 µM],-4%,1,-4%,-21%,1%,13%,-2%,4%
Cc1ccc(N=Cc2c(O)c3ccccc3oc2=O)cc1F,1%,-1%,-12%,10,1%,0%,-13%,1%,6%,-10%
CC(=O)N(CCCCl)C(C#N)c1ccccc1 (stereo not drawn),0%,1%,-10%,5,-1%,-45%[inhibitor],2%,3%,10%,21%
CN(C)c1ccc(/C=C(\NC(=O)c2ccccc2)C(=O)NCc2ccncc2)cc1,39%[activator],3%,?,-8,-4%,4%,13%,3%,3%,-2%
OCC1(Cc2cccc(F)c2)CCN(Cc2cccc3nccnc23)CC1,3%,14%,-10%,6,-4%,-20%,5%,0%,-3%,2%
Cc1cc(C)n2nc(SCN3C(=O)c4ccccc4C3=O)nc2n1,-2%,3%,?,52,-5%,-16%,-6%,0%,2%,11%
COc1ccc(C(=O)NNC(=O)c2ccc(C)cc2)cc1S(=O)(=O)N1CCCC1,-4%,·,-4%,-4,0%,-21%,8%,1%,12%,-1%
COc1ccccc1-c1n[nH]c(=S)n1Cc1ccco1,·,·,-7%,-18,·,·,-11%,-2%,2%,-21%
Cc1ccc(C(=O)c2ccccc2C(=O)OCC(=O)N2C(C)CCCC2C)cc1 (stereo not drawn),2%,1%,·,-4,-10%,-14%,·,12%,·,6%
CCOc1ccc(CSc2nc(C)cc(COC)c2C#N)cc1OCC,-2%,1%,-8%,-5,3%,-16%,4%,-17%,26%,7%
O=C(CSc1nnc(SCc2cccc3ccccc23)s1)Nc1ccc(C(=O)O)cc1,-2%,-1%,2%,-11,-1%,3%,?,2%,3%,1%
Cc1ccc(C(=O)C(C)OC(=O)CN2C(=O)NC3(CCCC3)C2=O)cc1 (stereo not drawn),2%,4%,·,0,2%,7%,·,1%,·,2%
CC(=O)c1ccc2c(c1)Cc1cc(C(C)=O)ccc1-2,6%,10%[46.1 µM],?,-2,-3%,20%,-11%,0%,0%,4%
COC(=O)/C(C#N)=C/c1c(N2CCN(c3ccc(OC)cc3)CC2)nc2c(C)cccn2c1=O,?,8%,-1%,-12,-2%,-11%,-8%,19%,-2%,-31%
O=C(Nc1cccnc1)c1ccc([N+](=O)[O-])s1,-2%,1%,·,-6,-5%,-46%[inhibitor],·,-2%,·,3%
C/C=C/c1ccc(OCC(=O)Nc2ccc(OC)c(OC)c2)c(OC)c1,-22%,-2%,0%,12,-3%,-3%,-11%,6%,3%,-13%
C(=C\c1ccccc1)/C=N/N1CCN(c2ccccn2)CC1,-6%,4%,7%,-7,-1%,-8%,-11%,2%,0%,-7%
COC(CNC(=O)c1ccc2c(c1)ncn2-c1ccc(F)cc1F)OC,3%,-5%,-7%,5,-1%,-3%,1%,17%,9%,10%
COc1ccccc1NC(=O)C(C)NC(c1ccccc1)c1ccccc1 (stereo not drawn),·,-4%,-4%,6,-5%,39%,?,-1%,?,-4%
COc1ccc(S(=O)(=O)Nc2ccc3c(c2)C(=O)N([C@H](C)CO)C[C@H](C)[C@@H](CN(C)S(=O)(=O)c2ccc(OC)cc2)O3)cc1,2%,0%,·,·,-7%,8%,·,·,·,·
CSc1ccc(/C=C/C(=O)OCC(=O)NCC2CCCO2)cc1 (stereo not drawn),55%[activator],5%,·,-9,-6%,6%,·,-6%,·,-3%
COc1cc(C(=O)NCc2cn3ccccc3n2)cc(OC)c1OC,-1%,0%[46.1 µM],3%,5,-6%,-1%,-13%,-3%,-6%,-1%
O=C1CCC([N+](=O)[O-])C(c2ccccc2Cl)N1 (stereo not drawn),2%,0%,-3%,-4,-3%,5%,-1%,-6%,-1%,1%
Cc1ccccc1N1C(=O)C(Cc2ccc(F)cc2)S/C1=C(\C#N)C(N)=O (stereo not drawn),5%,3%,·,0,-3%,0%,·,8%,-12%,-2%
COc1ccc(NC(=O)CCS(=O)(=O)c2ccc3c(c2)oc(=O)n3C)cc1OC,3%,-5%,5%,-4,1%,11%,·,0%,9%,-2%
O=C(CSc1ccc(-c2cccnc2)nn1)Nc1ccccc1C(F)(F)F,-1%,4%,-2%,19,-2%,-21%,·,3%,6%,2%
COc1cccc(Oc2nc(-c3ccccc3O)nc3ccccc23)c1,-13%,-4%,15%,6,1%,23%,-12%,4%,12%,-5%
Cc1ccc(C(C)C)c(OCCOCCN2CCNCC2)c1,-2%,-7%,·,·,0%,-38%,·,·,·,·
O=C(Nc1ccc2c(c1)OCCO2)C(c1ccc(F)cc1)N1CCCCC1 (stereo not drawn),0%,-1%,-5%,14,-6%,6%,2%,-1%,-4%,-5%
Cc1ccc(/C=N/NC(=O)c2ccc(-n3cccc3)cc2)o1,2%,3%,10%,-4,1%,-33%,·,3%,3%,-5%
Cc1ccc(C)c(NC(=O)C2CCCN2/C=C/C(=O)C(F)(F)F)c1 (stereo not drawn),2%,-1%[46.1 µM],-6%,0,-2%,0%,1%,-3%,2%,6%
COc1ccc(-n2nc(C(=O)NCC(=O)Nc3cc(OC)c(OC)c(OC)c3)c3ccccc3c2=O)cc1,-4%,4%,22%,-1,0%,?,19%,-3%,12%,6%
CCOC(=O)c1sc(=S)n(-c2ccccc2)c1N(C(C)=O)C(C)=O,1%,-4%,11%,18,-3%,-14%,?,2%,0%,6%
COc1ccc(/C=N/NC(=O)CCc2n[nH]c(=O)[nH]c2=O)cc1OC,10%,-7%[46.1 µM],-3%,16,2%,34%,-7%,1%,-2%,2%
O=c1cc(O)c2c(=O)n(C3CCCCC3)c3ccccc3c2o1,0%,6%,45%[activator],-12,8%,-2%[7.66 µM],3%,11%,26%,15%
Nc1ccc(-c2c3ccccc3nc3ccccc23)cc1,5%,1%,-9%,-7,-2%,-14%,-9%,-9%,3%,-9%
NCCCC[C@H]1CN=C(N)N1CCCCC1CCCCC1,7%,-7%,·,·,-3%,-1%,·,·,·,·
Cc1ccccc1NC(=O)CCc1nnc2ccc(N3CCC4(CC3)OCCO4)nn12,0%,2%,6%,13,0%,-13%,·,-16%,-10%,0%
CCOc1ccccc1CNC(=O)Cn1ccc2cc(S(=O)(=O)N3CCCCCC3)ccc21,0%,1%,4%,-17,0%,-44%,11%,-3%,6%,7%
